Bioassay records: PubChem BioAssay, National Center for Advancing Translational Sciences (NCATS)
KDM5B inhibitor: Primary screen for KDM5B Histone Demethylases FDH-coupled qHTS; AID 1347165, 2019; actives 2.6% (n = 220,000); Lysine-specific demethylase 5B (Homo sapiens), Q9UGL1; Potency, µM (series often up to 57.7 µM), for inactives: at the highest dose activity change, negative = inhibition, hits mostly inhibitors; KDM5B demethylase, FDH-coupled NADH fluorescence (FDH is formaldehyde dehydrogenase); active = well fitted inhibition curve with a large enough effect; inconclusive = small, poorly fitted or top-dose-only effect; inactive = no such curve, though single readings can be large or run the other way; note: 0% is about no effect; nearly all actives have a fitted effect of over 70% in size
Target sequence (Q9UGL1 whole entry, looked up): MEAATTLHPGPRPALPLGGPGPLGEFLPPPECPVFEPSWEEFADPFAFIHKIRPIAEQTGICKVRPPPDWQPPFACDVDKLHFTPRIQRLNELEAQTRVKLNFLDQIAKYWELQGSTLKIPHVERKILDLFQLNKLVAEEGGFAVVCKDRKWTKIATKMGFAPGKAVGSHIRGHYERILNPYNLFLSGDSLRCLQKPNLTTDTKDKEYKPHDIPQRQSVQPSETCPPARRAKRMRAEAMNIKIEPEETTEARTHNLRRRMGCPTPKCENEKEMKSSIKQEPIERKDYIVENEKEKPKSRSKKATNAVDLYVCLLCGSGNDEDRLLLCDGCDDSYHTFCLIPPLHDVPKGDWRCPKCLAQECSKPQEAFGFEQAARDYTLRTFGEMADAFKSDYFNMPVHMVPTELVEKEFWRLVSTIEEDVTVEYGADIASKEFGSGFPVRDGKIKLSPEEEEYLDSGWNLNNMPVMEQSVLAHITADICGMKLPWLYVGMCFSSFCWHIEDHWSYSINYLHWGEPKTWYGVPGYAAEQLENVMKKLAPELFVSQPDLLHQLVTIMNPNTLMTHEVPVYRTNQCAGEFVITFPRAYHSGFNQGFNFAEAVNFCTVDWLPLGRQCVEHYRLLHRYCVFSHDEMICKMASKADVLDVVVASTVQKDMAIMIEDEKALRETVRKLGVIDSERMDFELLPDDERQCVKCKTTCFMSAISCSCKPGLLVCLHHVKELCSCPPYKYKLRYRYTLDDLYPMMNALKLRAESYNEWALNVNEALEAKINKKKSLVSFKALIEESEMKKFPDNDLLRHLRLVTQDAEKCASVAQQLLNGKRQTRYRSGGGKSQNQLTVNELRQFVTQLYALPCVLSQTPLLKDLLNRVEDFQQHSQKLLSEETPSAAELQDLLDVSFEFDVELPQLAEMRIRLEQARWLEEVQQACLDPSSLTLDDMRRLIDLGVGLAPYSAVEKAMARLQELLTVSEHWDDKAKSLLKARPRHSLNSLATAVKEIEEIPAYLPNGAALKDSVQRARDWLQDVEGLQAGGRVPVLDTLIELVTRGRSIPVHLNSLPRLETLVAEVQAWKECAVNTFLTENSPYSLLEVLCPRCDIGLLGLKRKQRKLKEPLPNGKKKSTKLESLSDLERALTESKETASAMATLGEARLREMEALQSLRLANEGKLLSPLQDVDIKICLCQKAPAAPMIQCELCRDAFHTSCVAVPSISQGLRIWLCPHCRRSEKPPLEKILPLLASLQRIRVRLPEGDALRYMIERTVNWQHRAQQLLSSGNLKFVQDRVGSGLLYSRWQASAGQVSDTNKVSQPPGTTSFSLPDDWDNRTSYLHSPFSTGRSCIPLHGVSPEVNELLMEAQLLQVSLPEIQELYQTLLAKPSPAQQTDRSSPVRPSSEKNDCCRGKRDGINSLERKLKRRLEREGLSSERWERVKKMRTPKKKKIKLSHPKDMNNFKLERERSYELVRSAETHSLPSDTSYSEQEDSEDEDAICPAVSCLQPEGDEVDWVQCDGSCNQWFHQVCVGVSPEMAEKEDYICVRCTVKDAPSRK
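Measured: NADH fluorescence change, 30 min, RT. System: KDM5BΔAP 200 nM final, H3K4me3 peptide, α-KG, Fe(II), ascorbate, NAD⁺ plus FDH, pH 7.5 HEPES. Compounds: titrated, 10 min pre-incubation with enzyme.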
Starred values were filed as active, the others as inactive; ? = inconclusive; & = joins results of further samples; [ ] = another dose, or the depositor's remark. Potency is the fitted concentration of half-maximal effect. The list is partial, so the mix of outcomes need not match the whole.

SMILES	KDM5B inhibitor
O=C1c2c(nc(CN3CCCC(CO)C3)n2Cc2ccccc2)NCCN1CCOc1ccccc1 (centres undefined)	11%
O=c1[nH]c(C2CCCN(CC3CCCCC3)C2)nn1-c1ccccc1 (centres undefined)	?
CN(Cc1ccsc1)C1CCOc2ccccc21 (centres undefined)	-1%[86.2 µM]
Cc1cc(C)cc(N(CC(=O)NC2CCCC2)C(=O)c2csnn2)c1	12%
CC(=O)N[C@@H]1C[C@H](Cn2cc(CN3CCS(=O)(=O)CC3)nn2)[C@@H](O)[C@H]1O	16%
Cc1ccc(-c2n[nH]c(=O)c3ccccc23)cc1S(N)(=O)=O	15%
Cc1ccc(OCCOc2cccc(/C=C(/C#N)c3ccccc3)c2)cc1	14%
CCn1cc(S(=O)(=O)N2CCCCCCN(C)C(=O)CC2)cn1	7%
COCc1ccccc1-c1nccc2c(=O)cc(-c3cnn(C)c3)oc12	35µM*
CC(C)N1C(=O)C2(CCCC2)C1C(=O)NC1CCCC1 (centres undefined)	3%
COc1ccc(C(=O)N[C@@H]2CCC[C@@H]2C(=O)NCCc2cccs2)cn1	-3%
O=S(=O)(NCc1ccc(Cn2cccn2)cc1)N1CCCCC1	17%

Shown in markdown: part of the list above
| SMILES | KDM5B inhibitor |
| --- | --- |
| CN(Cc1ccsc1)C1CCOc2ccccc21 (centres undefined) | -1%[86.2 µM] |
| O=C1c2c(nc(CN3CCCC(CO)C3)n2Cc2ccccc2)NCCN1CCOc1ccccc1 (centres undefined) | 11% |
| CC(=O)N[C@@H]1C[C@H](Cn2cc(CN3CCS(=O)(=O)CC3)nn2)[C@@H](O)[C@H]1O | 16% |
| O=S(=O)(NCc1ccc(Cn2cccn2)cc1)N1CCCCC1 | 17% |

Following part:
SMILES	KDM5B inhibitor
CCCCn1nc(C(=O)Nc2ccc(Br)cc2F)c2ccccc2c1=O	-4%
Cc1noc(-c2cccc(F)c2)c1C(=O)NCc1ccc2c(c1)OCO2	-13%
CCCCCCCCCOc1ccc(C(=O)c2ccccc2)cc1	-7%
O=C(O)c1cc(-c2ccncc2)cc(S(=O)(=O)N2CCCCCC2)c1	-14%
COc1ccc(NC(=O)CN2C(=O)COc3ccc(S(=O)(=O)NC4CCCC4)cc32)cc1OC	-21%
O=C(O)C(c1c[nH]c2cc(Cl)ccc12)N1CCN(Cc2ccccn2)CC1 (centres undefined)	-2%
CCC(CO)NS(=O)(=O)c1cc(Cl)ccc1Cl (centres undefined)	6%
Cc1cc(=O)oc2cc(OCC(=O)NCc3ccccc3)ccc12	?
O=C(NCc1ccccc1)c1cccc2cccnc12	21%
Cc1cc(=O)n(CC(=O)Nc2ccccc2C)c(-c2ccc(Cl)cc2)n1	-1%
O=C(CSc1nc(-c2ccccc2)no1)N1CCCCC1	0%
CC(=O)Nc1ccc(S(=O)(=O)N2CCCC(N(C)CCc3ccccn3)C2)cc1 (centres undefined)	?
Cc1cc(Nc2cccc(Cl)c2)nc2ccc(NC(=O)Cc3c(F)cccc3Cl)cc12	?
Cc1cccc(C(=O)NC2CCN(c3cc(-c4ccc(Cl)cc4)[nH]n3)CC2)c1	?
Brc1ccc2[nH]c3c(NCc4ccccn4)ncnc3c2c1	-25%
Cc1csc(NC(=O)c2cnc3c(c2)N([S+](=O)([O-])c2cccnc2)CCC3)n1	-18%[86.2 µM]
O=C1CCCCC(Cc2cccnc2)(C(=O)NCc2ccc3c(c2)OCO3)N1 (centres undefined)	?
Cc1cc(C(=O)OCC(=O)c2ccc3ccccc3c2)c2ccccc2n1	10%
COc1ccc(-c2cc(N3CCN(C(=O)c4ccc(F)c(Cl)c4)CC3)n[nH]2)cc1	1%
CCc1ccc(CNC(=O)CCCn2ccc3cc(S(=O)(=O)N4CCCC4)ccc32)cc1	-16%
Cc1cc(Cl)c(Cl)cc1S(=O)(=O)N(C)C	3%
O=C(Nc1ccc(Cl)cc1)c1cc2cc(Cl)ccc2[nH]1	?
Cc1cc2oc(=O)cc(CN3CCN(c4ccccc4)CC3)c2cc1O	-2%
COC(=O)c1ccccc1NC(=O)CNC(=O)c1ccc(OC)cc1	2%
CC(COc1ccccc1)CN1CCC(C(O)(c2ccccc2)c2ccccc2)CC1 (centres undefined)	8%
CCc1ccc(NC(=O)Cn2c(=O)n(CCC(C)C)c(=O)c3cccnc32)cc1	-27%
COC[C@@H]1CN(C(=O)c2ccc(OC)cc2OC)C[C@H]1c1ccccn1	5%
CC(C)c1nc(CN(C)C(=O)c2cn(CC3CCCNC3)nn2)cs1 (centres undefined)	90%[activator]
CCOc1cc(C2CC(=O)N3CN(c4ccccc4)CSC3=C2C#N)cc(Br)c1O (centres undefined)	?
Fc1cccc(CN2CCCC3(CCN(c4cnccn4)C3)C2)c1F (centres undefined)	28µM*
COc1cccc(CC(=O)NCc2nnc3cc(-c4nc(C(C)C)no4)ccn23)c1	28µM*
COC(=O)[C@H](C(C)C)N(CCCc1cn(CC2CCCCC2)nn1)S(=O)(=O)c1ccc(F)cc1Br	31%[activator]
CCCCn1cc(S(=O)(=O)c2ccc(OCC)cc2)c(=O)c2cc(C)ccc21	11%
CCc1ccc(NC(=S)NCCCO)cc1	-25%
CN(Cc1ccccc1)C(=O)C1CCN(Cc2cc3ccccc3n2Cc2ccccc2)CC1	?
Cc1nc([C@@H]2CN(C(=O)CCc3c(C)noc3C)C[C@H]2C(N)=O)n[nH]1	-27%
Cc1ccc2c(COC(=O)C3(S(=O)(=O)c4ccccc4)CCCC3)cc(=O)oc2c1	32%[activator]
N#Cc1ccc(OCCN2CCc3ccccc3C2)cc1	?
CC(O)CNS(=O)(=O)c1cc(C(=O)O)ccc1Br (centres undefined)	16%
Nc1cc(Cl)ccc1C(=O)OCC(=O)NC1CCCCCCC1	?
COc1cccc([C@@H]2CN(C(=O)c3ccc(CO)o3)C[C@H]2C(=O)O)c1	-20%
OC(COc1ccc(F)cc1)CN1CCN(c2ccccc2F)CC1 (centres undefined)	15%
N#Cc1nc(COc2ccccc2)oc1N1CCCCCC1	-12%
N#Cc1nc(-c2cccc3ccccc23)oc1NCC(c1cccs1)N1CCOCC1 (centres undefined)	32%[activator]
Cc1ccc2nc(-c3ccc(N)cc3)cc(C(=O)O)c2c1	?
O=C(C1CC=CC1)N1C[C@@H](COc2ccncc2)[C@H](c2ccccn2)C1	16%
Cn1c(=O)c([N+](=O)[O-])c(NCc2ccc3c(c2)OCO3)c2ccccc21	13%
O=C(Nc1cccc(Cl)c1)c1n[nH]c(=O)c2ccccc12	-2%

Compounds shown so far that have an aryl methoxy group (7):
SMILES	KDM5B inhibitor
COc1ccc(C(=O)N[C@@H]2CCC[C@@H]2C(=O)NCCc2cccs2)cn1	-3%
COc1ccc(NC(=O)CN2C(=O)COc3ccc(S(=O)(=O)NC4CCCC4)cc32)cc1OC	-21%
COc1ccc(-c2cc(N3CCN(C(=O)c4ccc(F)c(Cl)c4)CC3)n[nH]2)cc1	1%
COC(=O)c1ccccc1NC(=O)CNC(=O)c1ccc(OC)cc1	2%
COC[C@@H]1CN(C(=O)c2ccc(OC)cc2OC)C[C@H]1c1ccccn1	5%
COc1cccc(CC(=O)NCc2nnc3cc(-c4nc(C(C)C)no4)ccn23)c1	28µM*
COc1cccc([C@@H]2CN(C(=O)c3ccc(CO)o3)C[C@H]2C(=O)O)c1	-20%

(list continues)
SMILES	KDM5B inhibitor
COCCN(CCOC)C(=O)c1ccc(NS(=O)(=O)c2ccc3c(c2)OCCO3)cc1	-21%
Cc1cccc(-c2cccc3c4c([nH]c23)[C@@H]2C[C@H](N(C)C(=O)Nc3ccccc3)[C@H]([C@H](C)O)CN2CC4)c1	?
COc1ccc(NC(=O)Cc2nc(-c3ccccc3)oc2C)c(OC)c1	14%
Cc1nnc(NC(=O)NCC(C)(C)N2CCN(C)CC2)s1	-5%
CCCn1c(=O)n(-c2cc(Cl)c(OC)cc2OC)c(=O)c2c3c(sc21)CN(C(C)=O)CC3	?
CC(C)c1ccc2oc(=O)cc(CN3CCC4(CC3)OCCO4)c2c1	-10%
CCC1(O)CCC12CCN(C(=O)c1cnccc1C)CC2 (centres undefined)	-17%
O=C(Nc1ccc(F)c(F)c1)c1cc(S(=O)(=O)NCc2ccc3c(c2)OCO3)ccc1F	?
COc1ccc(CC(=O)N2CC3(Cc4ccccc4N(C(C)=O)C3)C2)cc1	-6%
Cc1c(C(=O)OC2CCCCCC2)[nH]c2c1C(=O)CC(c1ccccc1Cl)C2 (centres undefined)	-7%
CC(c1ccc(Cl)cc1Cl)N(C)Cc1nc2ccccc2o1 (centres undefined)	-19%
Cc1nc(C)c(C(=O)N2CCOCC(O)(CN3CCCC3)C2)s1 (centres undefined)	?
COc1ccc(-c2ocnc2C(=O)Nc2ccc(F)cc2)cc1	19%
Cc1ccc(Cl)cc1N1CCN(C(=O)CCc2nnc3n(C)c(=O)c4ccccc4n23)CC1	?
O=C(c1cc(-c2cccc(Cl)c2)nc2ccccc12)N1CCN(c2ccccn2)CC1	?
CCOc1ccc(N(C)S(=O)(=O)c2cc(-c3cc(C)no3)ccc2OC)cc1	10%&-22%
Cc1cccc(C(=O)N2C[C@@H](Oc3ccccc3)C[C@H]2C(=O)NC2CC2)c1	-21%
O=C(/C=C/Nc1ccc(OC(F)(F)F)cc1)c1ccc(Br)cc1	12%
CC(C)NC(=O)CNC(=O)CCc1ncc(-c2ccc(F)cc2F)o1	-17%
O=C(Nc1cccc(Cl)c1)C1CC2CCCC(C1)C2=O (centres undefined)	-7%
COCC(=O)N1CCc2nc(-c3ccccc3)nc(-c3ccc(Cl)cc3)c2C1	21%
Nc1cccc(OCC(=O)O)c1	-3%
N#Cc1cn(C2CC2)c(=O)n(Cc2coc(-c3cccc(Cl)c3)n2)c1=O	1%
C=CCNC(=O)C1CCN(S(=O)(=O)c2cccs2)CC1	19%
Cc1onc(-c2c(Cl)cccc2Cl)c1C(=O)NC(=S)N1CCOCC1	1%
CCc1ccc(N2CCn3c2nc2c3c(=O)n(Cc3c(F)cccc3Cl)c(=O)n2C)cc1	-18%
O=C(COc1ccc2ccc(=O)oc2c1)NC(=O)NC12CC3CC(CC(C3)C1)C2	?
O=C([C@@H]1C[C@H](Oc2cccnc2)CN1C(=O)CCc1ccccc1)N1CCCC1	-8%
C=CCOc1ccccc1CN1CCC(Oc2ccc(C(=O)N3CCCCC3)cc2)CC1	13%
COc1ccc(-c2cnc3[nH]cc(CC(N)=O)c3c2)cc1OC	?
Cc1ccc(CNC(=O)CCNS(=O)(=O)c2cccc3nsnc23)cc1	8%
CCOc1cc(=O)n2c(c1C(=O)Nc1cc(Cl)c(OC)cc1OC)CCCC2	-13%
CNc1c(NC(=O)NC(C)C)c(=O)oc2ccccc12	-11%
CN(C)CCN1CC2(CCCN(C(=O)CCCn3cnnn3)C2)CCC1=O (centres undefined)	-14%
COC(=O)c1ccc(NC(=O)C(C)N2Cc3ccccc3C2=O)cc1 (centres undefined)	-10%
CN(CC1CCOC1)S(=O)(=O)Cc1ccccc1Cl (centres undefined)	11%
CC1(C(=O)N2CCc3ccccc32)CCCCC(=O)N1 (centres undefined)	-8%
COc1ccccc1OCCNC(=O)CC1=C2CCCCC2NC1=O (centres undefined)	-5%
CC(NC(=O)C1CC1)c1ccncc1 (centres undefined)	-15%
CCc1ccc(CN(C)C(=O)NC(c2ccc3c(c2)OCCCO3)C(C)C)cc1 (centres undefined)	1%
CCOC(=O)c1c(C)oc2c1cc(NS(=O)(=O)c1ccc(C)cc1)c1ccccc12	?
CCc1ccccc1NC(=O)C1CCCN(c2cnc3ccccc3n2)C1 (centres undefined)	8%
O=C1/C(=C\c2ccco2)SC(=S)N1C1CCS(=O)(=O)C1 (centres undefined)	-21%
O=C(CC1CCCC1)OCC(=O)c1ccc(Cl)cc1Cl	25%
Cc1ccc(S(=O)(=O)NCc2nnnn2-c2ccc(C)c(C)c2)cc1	8%
O=C(OCc1cccc(F)c1)c1ccc2c(=O)n3c(nc2c1)CCC3	?
O=C(Nc1ccc(Br)cc1)C1=C(c2ccccc2)SCCO1	-4%
COc1ccccc1-c1ccnc(N[C@H]2CO[C@H]3[C@@H]2OC[C@@H]3NS(C)(=O)=O)n1	35µM*
O=S(=O)(N[C@@H]1CCOC[C@H]1O)c1ccc(Oc2ccccc2)cc1	16%
CCN(CC)C(=O)C(C)[C@@H]1CC[C@@]2(C)CC[C@H](NC(=O)c3cccc(F)c3)[C@@H](C)[C@@H]2[C@H]1O (some centres undefined)	9%
CN(C)CCNC(=O)C(=O)Nc1cccc2ncccc12	5%
COc1ccc(C(=O)OCc2nc(N)c3ccccc3n2)cc1	-15%
COc1ccc(CCNC(=O)CCCCn2c(=O)c3ccccc3n(Cc3cccc(C)c3)c2=O)cc1OC	7%
Cc1ccc(-n2ncc(C(=O)N3CCN(c4ccccn4)CC3)c2C2CCN(C(=O)OC(C)(C)C)CC2)cc1	8%
Cc1cccc(NC(=O)C2CCN(c3nnc(C)c4c(C)n(-c5ccccc5)nc34)CC2)c1C	-17%
COCC(=O)N1CCn2c(nnc2-c2ccccc2)C1	-9%[86.2 µM]
COC[C@H]1CCCN1C(=O)[C@@H](C)C1CC[C@@]2(C)CC[C@H](NC(=O)Cc3ccccc3)[C@@H](C)[C@@H]2[C@H]1O (some centres undefined)	-4%
Cc1nsc(NC(=O)N2CCCC2C)n1 (centres undefined)	-14%
COc1ccc(C(=O)N2CCC(N3CCCNC3=O)CC2)cc1	37%&17%[activator][86.2 µM]
COCCNC(=S)N(CCC#N)CCN(CCC#N)C(=S)NCCOC	1%
New compounds follow.
SMILES	KDM5B inhibitor
COc1ccc(CNC(=O)c2cc3cccc(OC)c3oc2=O)cc1	-12%
CCOc1ccc(S(=O)(=O)N2CCC(C(=O)NCC3CCCO3)CC2)cc1 (centres undefined)	17%
COc1ccc(-c2nc3ccccc3c(=O)n2O)cc1	?
CCN(CC)S(=O)(=O)N1CC=C(c2c(OC)cc(OC)cc2OC)CC1	14%
O=C(NNC(=O)c1ccc(Cl)nc1)c1ccncc1	7%
COCCNC(=O)CCc1cc2ccc(C)cc2[nH]c1=O	?
